# Assay outcomes deposited in PubChem by NCI.
# NCI-60 one-dose screen, 48 h, at 10 µM unless noted. Numbers give growth in % (100 = growth as untreated, 0 = no growth, -100 = all killed).
# K-562: K-562 leukemia | actives 7.4% (n = 78,000)
# MDA-MB-468: MDA-MB-468 breast cancer. actives 8.5% (n = 78,000). AID 2202374
# MDA-MB-231: MDA-MB-231 breast cancer; actives 5% (n = 81,000); AID 1794789
# RPMI-8226: RPMI-8226 leukemia cells | actives 7.5% (n = 77,000) | AID 1794781
# MOLT-4: MOLT-4 leukemia cells | actives 6.9% (n = 80,000)
# CCRF-CEM: CCRF-CEM leukemia | actives 7% (n = 77,000)
# MCF7: MCF7 breast cancer; actives 6.3% (n = 82,000); AID 1794796
# SR: SR leukemia cells; actives 8.7% (n = 73,000); AID 1794780
# Starred values were filed as active, the others as inactive; . = not tested or not shown; & = joins results of further samples. How the source made its calls: active means growth percent below 10; inactive means the rest.
SMILES,K-562,MDA-MB-468,MDA-MB-231,RPMI-8226,MOLT-4,CCRF-CEM,MCF7,SR
Cc1ccccc1CN1C2=NCCN2C(=O)C2=C1CCN(S(=O)(=O)c1ccc(Cl)c(S(N)(=O)=O)c1)C2,96,102,126,51,92,70,107,93
C(=N\Nc1c2ccccc2nc2ccccc12)/c1ccccc1,88,87,86,92,100,92,81,109
CCNC=O,111,107,114,105,89,94,93,94
O=C(O)/C=C/c1ccc(Cl)cc1Cl,88,102,109,100,88,102,95,95
CCCCc1c(C)[nH]c(=S)[nH]c1=O,99&106,102&103,116&104,106&97,92&88,101&92,108&102,115&37
COc1cc(-c2nc(N3CCN(c4ccccc4Cl)CC3)c3ccccc3n2)cc(OC)c1OC,109,83,82,73,.,108,91,77
CC(Br)C(OC(=O)c1ccc(Cl)cc1)c1cc2c(cc1Br)OCO2 (configuration not stated),95,71,89,83,84,98,96,.
CC1=CC(=Nc2cc(Br)c(O)c(Br)c2)C=CC1=O,119,121,103,105,103,109,111,.
NS(=O)(=O)c1ccc(Nc2nc(-c3ccncc3)cs2)cc1,95,113,103,119,87,96,102,70
CCOC(=O)c1c(N2CCOCC2)[nH]c(=O)c(C=Nc2ccc(OC)cc2)c1O,108,106,107,97,97,75,105,127
Cc1ccc(Cc2cnc(NC(=O)C3=NCCCN3)s2)cc1,99,97,95,96,101,27,94,107
Cc1ccccc1NC(=O)C(C)C,105,99,101,109,105,98,103,101
COc1ccc(-c2nn(-c3cccc(NC(=O)c4ccc(Cl)c(Cl)c4)c3)cc2-c2ccncc2)cc1Cl,36,73,78,58,63,62,72,24
O=C(Nc1ccc(F)cc1F)c1cc(F)ccc1O,9.5*,-0.7*,11,.,5.8*,30,4.2*,4.8*
c1csc([C@@H]2C[C@@H]3Cc4ccc5ccccc5c4N2O3)c1,93,99,89,96,78,76,100,95

# Among those listed so far, these have a carbonyl joined to an NH by a bond outside any ring.
SMILES,K-562,MDA-MB-468,MDA-MB-231,RPMI-8226,MOLT-4,CCRF-CEM,MCF7,SR
CCNC=O,111,107,114,105,89,94,93,94
Cc1ccc(Cc2cnc(NC(=O)C3=NCCCN3)s2)cc1,99,97,95,96,101,27,94,107
Cc1ccccc1NC(=O)C(C)C,105,99,101,109,105,98,103,101
COc1ccc(-c2nn(-c3cccc(NC(=O)c4ccc(Cl)c(Cl)c4)c3)cc2-c2ccncc2)cc1Cl,36,73,78,58,63,62,72,24
O=C(Nc1ccc(F)cc1F)c1cc(F)ccc1O,9.5*,-0.7*,11,.,5.8*,30,4.2*,4.8*

# Continued:
SMILES,K-562,MDA-MB-468,MDA-MB-231,RPMI-8226,MOLT-4,CCRF-CEM,MCF7,SR
O=S(=O)(O)CNc1ccccc1,105,102,114,107,106,106,104,104
O=c1c2ccccc2c(=O)c2c1sc1c(=O)c3ccc(O)cc3c(=O)c12,-12*,-44*,-14*,-39*,-40*,-23*,-52*,-17*
C=CCNc1ncnc2c1cnn2C,127,109,113,112,102,114,109,.
Cc1ccc(C(=O)Cc2nc(C#N)c(C#N)nc2CC(=O)c2ccc(C)cc2)cc1,105,105,.,103,60,110,78,.
O=C(Nc1ccc(CN2CCOCC2)cc1)c1ccc(-c2ccc(Br)cc2)o1,90,98,92,78,97,88,98,83
O=C(/C=C/c1nnc2n(Cc3ccccc3)c(=O)c3c4c(sc3n12)CCCC4)c1ccccc1,5.1*,.,106,1.7*,-3.6*,.,64,-5.5*
COc1ccc(/C=C2/C(c3ccc(Cl)cc3)=NN=C2C(F)(F)F)cc1OC,96,88,96,104,80,93,76,86
O=C(CSc1nnc(-c2cccs2)n1CC1CCCO1)NN1C(=O)NC2(CCCCC2)C1=O (configuration not stated),.,.,102,102,102,.,118,98
O=C1c2cccc3c(N4CCOCC4)ccc(c23)C(=O)N1c1cccc(-c2nn(-c3ccccc3)cc2-c2nc3ccccc3s2)c1,100,103,111,113,99,105,99,91
c1csc(C2Nc3ccccc3N2)c1,107,88,89,95,99,95,75,92
C#Cc1ccc(-n2c(/C=C/c3cccc(OC(F)(F)F)c3)nc3ncccc3c2=O)cc1,93,90,86,84,96,95,96,69
CN(C)c1nc2c(N)ncnc2n1C1OC(CO)C(O)C1O (configuration not stated),.,102,116,92,111,105,99,99
O=C1/C(=C\c2cccc(OCCOc3ccc(Cl)cc3)c2)N=C2SCCCN12,49,34,74,47,49,58,66,74
CC(=O)Nc1c(C)n(C)n(-c2ccccc2)c1=O,106,113,110,107,102,95,106,102
Cc1cc(=O)oc2cc(OCCOc3ccc(/C=C/C(=O)Nc4cccc([N+](=O)[O-])c4)cc3)ccc12,104,127,90,103,111,101,100,97
C=CCc1c(N(C)c2ccc(C)cc2)ncnc1-n1cnc2ccccc21,89,94,.,.,92,94,90,86
COc1ccccc1-n1cc(C#N)c(N)c1C(=O)c1ccc(C#N)cc1,.,99,99,114,.,.,92,.
Cc1nc(Nc2ccccn2)sc1C1=NNC(c2ccccc2F)C1 (configuration not stated),15,-14*,47,30,25,19,20,12
COc1ccc(C2C=Nn3c(nnc3-c3ccc(N)cc3)S2)cc1 (configuration not stated),66,95,.,92,91,38,88,51
COc1cc(-c2nc3ccccc3[nH]2)cc(CN2CCCCC2)c1O,104,97,93,97,96,.,77,88
Nc1nc2ccccc2c2c1S(=O)(=O)c1ccc(Cl)cc1C2=O,12,11,17,-15*,3.1*,-10*,9.7*,3.3*
N#Cc1cncc(-c2ccc3ncnc(Nc4cccc(Cl)c4)c3c2)c1,87,9.3*,67,80,87,101,76,74
CC(=O)CC(=O)Nc1nc(C)cs1,137,115,127,107,130,139,97,133
CCN1CCOC1C(C)C (configuration not stated),90,109,99,106,94,103,101,82
CCOC(=O)C1CC(C(=O)OCC)C(C(=O)OCC)CC1C(=O)OCC (configuration not stated),118,97,105,93,112,91,99,92
CSc1nc(/N=C/c2ccccc2)c2c(-c3ccccc3)c(-c3ccccc3)oc2n1,103,99,108,110,105,104,98,99
COc1ccc(/C=C2\CCCC3C2=Nc2ccccc2NC3c2ccc(OC)cc2)cc1 (configuration not stated),51,44,82,26,72,80,56,54
CC(=O)c1ccc(NS(=O)(=O)c2ccc(N)cc2)cc1,100,110,104,101,101,101,94,99
CCCC(CCC)NCC(C)O (configuration not stated),100,103,97,108,102,98,96,89
C[C@]12CCC(=O)C=C1CC[C@@H]1[C@@H]2[C@@H](O)C[C@@]2(C)[C@H]1CC[C@]2(O)C(=O)COC(=O)C(c1ccccc1)c1ccccc1,52,63,.,.,47,49,58,28
O=C1Nc2ccc(Cl)cc2/C1=C/c1ccc(OCc2ccccn2)cc1,51,50,22,74,47,83,29,55
Cc1ccccc1N1CCN(C2=C(Cl)C(=O)c3ncccc3C2=O)CC1,7.0*,-69*,88,12,10,0.3*,-29*,-24*
O=C(CCl)N(C1CCCCC1)C1CCCCC1,104,91,120,112,110,43,97,100
C=C(C)[C@@H]1CC[C@]2(C(=O)Nc3ccc(S(=O)(=O)c4ccc(NCCCN)cc4)cc3)CC[C@]3(C)[C@H](CC[C@@H]4[C@@]5(C)CC[C@H](O)C(C)(C)[C@@H]5CC[C@]43C)[C@@H]12,96,105,92,98,93,100,98,92
Cc1cc(C)c(C#N)c(NN)n1,111,90,86,99,107,98,91,104
COc1ccc(-c2nn(-c3ccc(Cl)cc3)cc2C2Nc3ccccc3S2)cc1 (configuration not stated),94,110,79,77,83,74,64,90
CC(CCC(=O)O)(c1ccc(OC(=O)Nc2ccc(-c3ccccc3)cc2)cc1)c1ccc(OC(=O)Nc2ccc(-c3ccccc3)cc2)cc1,80,105,79,83,85,78,97,82
NCCOCC(N)C(=O)O (configuration not stated),93,.,99,60,22,148,103,47
O=S(=O)(Nc1cccnc1Oc1ccccc1)c1cc(Cl)ccc1Cl,95,104,108,114,111,108,103,101
Cc1ccc2nc(-c3c(-c4ccccc4)nc4sccn34)[nH]c2c1,106,.,118,94,94,91,89,83
CC(C)CCOC(=O)C[C@H](NP(=O)(OC[C@H]1O[C@@H](n2c(=O)cc(N)[nH]c2=O)[C@H](O)[C@@H]1O)Oc1ccccc1)C(=O)OCCC(C)C (some centres not stated),105,96,101,103,101,112,105,121
COc1ccc2c(c1)C(Sc1ccc(F)cc1)c1c(nc(N)c(C#N)c1N)O2 (configuration not stated),63,100,80,72,54,1.7*,67,38
CCC/C=C(\C)C(C)(C#N)C(=O)OCC (configuration not stated),100,102,122,95,104,90,97,100
C/C1=C\CCC2(C)OC2CC2CCC(C)(O)C(CC1)C2(C)C (configuration not stated),104,.,105,111,98,84,102,92
CC(C)CCSc1nc(N)nc2nc[nH]c12,82,103,106,95,116,102,96,90
O=c1c(O)c(-c2cc(O)c(O)c(O)c2)oc2cc(O)cc(O)c12,99,106,96,103,100,103,90,97
O=C1C(=O)c2ccccc2C(O)=C1CC1=C(O)c2ccccc2C(=O)C1=O,74,107,99,102,98,.,101,70
CN1CCN(Cc2ccc(NC(=O)c3ccc(C#N)c(C#Cc4cnc(N)c5ncccc45)c3)cc2C(F)(F)F)CC1,-5.0*,98,-2.2*,70,60,27,16,9.3*
O=S(=O)(Nc1ccc(Cl)nn1)c1ccc(NC(=S)/N=C2\Cc3n[nH]c(=S)n3N2)cc1,114,95,105,101,102,100,101,90
Cc1ccc(NC(=O)Cn2cnc3c2c(=O)n(C)c(=O)n3C)cc1,93,100,94,101,99,100,90,93
COc1cc2c(cc1OC)C(CNC(=O)/C=C/c1ccccc1)C2 (configuration not stated),104,111,136,101,101,95,99,126
COC1CCC(CNC(=O)NC2NC3CCCCC3N2)CC1OC (configuration not stated),106,92,115,98,102,96,93,113
CCN1C2CCC1/C(=C\c1ccccc1)C1=C2[C@@H](c2ccccc2)C(C#N)=C(N)O1 (some centres not stated),.,92,104,84,84,87,88,.
CC(Nc1c(C#N)cnc2ccc(-c3cnc(N)nc3)cc12)c1ccccc1 (configuration not stated),23,-9.2*,19,-11*,3.0*,19,8.4*,14
COc1ccc(-c2cc(-c3nnc(SCC(=O)Nc4ccc(C(=O)/C=C/c5ccc(Cl)cc5)cc4)n3-c3ccccc3)c3ccccc3n2)cc1,92,102,87,55,83,102,88,80
FC(F)CC(OCc1ccccn1)c1ccc2ccccc2c1 (configuration not stated),100,106,101,100,85,105,100,109
O=C(/C=C/c1cccc(B(O)O)c1)c1cccc(B(O)O)c1,12,-85*,-9.3*,48,2.8*,-14*,0.1*,3.2*
C=C(C)[C@@H]1CC[C@]2(COC3CCCCO3)CC[C@]3(C)[C@H](CC[C@@H]4[C@@]5(C)C=C(C=O)C(=O)C(C)(C)[C@@H]5CC[C@]43C)[C@@H]12 (some centres not stated),-25*,-53*,-38*,-6.1*,3.6*,-35*,-58*,-5.5*
Cc1ccc(Nc2nnc(SCC#N)s2)cc1,95,.,87,81,82,88,.,106
Cc1nnc(NS(=O)(=O)c2ccc(N3C(N)=NC(N)=NC34CCCC4)cc2)s1,99,104,113,102,106,105,104,110
# (continued)
SMILES,K-562,MDA-MB-468,MDA-MB-231,RPMI-8226,MOLT-4,CCRF-CEM,MCF7,SR
O=c1c2cc(F)ccc2sc2c(NCc3cccnc3)nc3ccccc3c12,82,86,74,.,77,87,79,77
Cc1nn(-c2ccccc2)c2c1N=c1s/c(=C\c3cn(-c4ccccc4)nc3-c3ccc(Cl)cc3)c(=O)n1C(C)N2 (configuration not stated),119,87,79,49,95,110,91,123
O=C1C=CC2(NN=C(c3ccccc3)N2c2ccc(Cl)cc2)c2cccc(O)c21 (configuration not stated),26,48,77,64,62,83,45,37
C#CCOc1ccccc1C(OC(=O)c1ccc(OC)cc1)C(=O)NC(C)(C)C(C)(C)C (configuration not stated),78,74,92,65,63,82,72,76
CCCCN(CCCC)c1ccc(/C=C/c2ccnc3ccccc23)cc1,58,.,109,21,70,78,85,44
O=C1C(=O)c2ccccc2C(O)=C1Br,96,97,.,84,105,103,88,96
COc1cccc(C(=O)O)c1OS(=O)(=O)c1ccc(C)cc1,95,97,107,92,87,95,90,91
COc1ccc(-c2nn3c(CCC(=O)c4nc5ccccc5[nH]4)nnc3s2)cc1,.,111,88,103,94,98,89,.
CCCCCCC(=O)Nc1ncc(Cc2ccc(C)cc2)s1,24,28,60,40,35,21,25,20
COc1ccc(C2Nc3nc(SC)nc(N)c3N=C3c4ccccc4CCC32)cc1 (configuration not stated),84,102,84,68,70,48,63,66
CSc1nc(-c2cccc(C)c2)c2cc(-c3ccccc3)n(C)c2n1,12,-29*,33,.,17,17,5.6*,12
COC(=O)CCCNc1c(-c2c(O)c(O)cc3c(O)c(-c4c(C)cc5c(-c6nc7ccccn7c6NCCCC(=O)OC)c(O)c(O)cc5c4O)c(C)cc23)nc2ccccn12,11,27,56,23,16,27,18,24

# Part of the list above in order of heavy-atom count, rising.
SMILES,K-562,MDA-MB-468,MDA-MB-231,RPMI-8226,MOLT-4,CCRF-CEM,MCF7,SR
COc1cccc(C(=O)O)c1OS(=O)(=O)c1ccc(C)cc1,95,97,107,92,87,95,90,91
O=C1C=CC2(NN=C(c3ccccc3)N2c2ccc(Cl)cc2)c2cccc(O)c21 (configuration not stated),26,48,77,64,62,83,45,37
C#CCOc1ccccc1C(OC(=O)c1ccc(OC)cc1)C(=O)NC(C)(C)C(C)(C)C (configuration not stated),78,74,92,65,63,82,72,76
